Compound activity: PubChem BioAssay, several laboratories
AddAB inh = less growth of phage-infected E. coli with AddAB. E. coli expressing H. pylori AddAB, absorbance growth. inhibition, % at 11.9 µM. hit rate 0.29% among 330,000. AID 435030; in the data active = inhibition above about 12%;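 also: 0% = vehicle wells of infected cells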
phage Ecoli inh = E. coli growth loss with phage present. growth absorbance. inhibition, % at 11.9 µM. hit rate 0.26% among 360,000; in the data active = inhibition above about 11%
Arr AP2 block = blocks beta-arrestin peptide binding to AP2 adaptin; FITC-arrestin peptide / GST-AP2 beads, flow cytometry; AP2 beta2 appendage carries R879A mutation; inhibition, % at 10 µM; hit rate 0.31% among 340,000; AID 504490;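 active = inhibition above a set limit, near 3 SD of compounds lacking own fluorescence, cut at about 54% in these data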;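 also: plate controls were DMSO wells for no effect and 5 µM unlabelled arrestin peptide for full effect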
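Measured by: flow cytometry, FL1 (488/535 nm); Material: AP2 appendage R879A on GSH beads; Evaluation: percent response; Timing: pre-incubation 12 min, peptide binding 1 h, room temperature; Also added: 50 nM FITC-arrestin peptide; Medium: PBS with 0.05% Tween 20 and 0.1% BSA.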
Ecoli viability = reduces bacterial viability in AddAB counter-screen | E. coli V3065 growth, OD600 absorbance, 18 h | AID 449728 | hit rate 0.27% among 330,000 | inhibition, % at 11.9 µM;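 active = inhibition above the campaign's mean inhibition across all tested compounds plus 3 SD, cut at about 9.9% in these data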;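 also: uninfected addAB+ strain grown without phage in ampicillin broth; 0% = DMSO wells and 100% = ciprofloxacin 0.95 µg/ml wells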
Mot1-301 SUMO = SUMOylation pathway inhibition by Mot1-301 growth rescue. growth rescue, % at 18.8 µM. hit rate 1% among 320,000. AID 2716. S. cerevisiae Mot1-301 growth rescue, ATP luminescence, 38.5C; percent above DMSO median, 100 means doubled;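 active = every valid replicate shows activation above 250% relative to neutral control wells; inactive = the rest, any valid replicate at or below 250%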;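 also: OY570 slx delta 5 strain wells were the positive control but not used for scaling; some compounds called inactive have numbers as strong as hits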
PKA-R1A activ = PKA-R1A complex activation | AID 504707 | P00514+P68181 | activation, % at 11.4 µM | hit rate 0.083% among 340,000 | PKA-R1A dissociation, Cy5-IP20 fluorescence polarization; scaled: DMSO 0%, 113 µM cGMP 100%;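 active = percent activation above the mean of all tested compounds plus 3 SD, cut at about 19% in these data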;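 also: higher means more PKAc released from R1A so a rise in polarization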
DSG3 Ab inh = inhibitors of pemphigus antibody binding to human desmoglein-3. hit rate 0.48% among 310,000. DSG3-coupled beads, scFv-anti-DSG3-GFP binding, flow cytometry; hits give low values. P32926. binding (percent of control), % at 10 µM. AID 588358;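 active = binding more than 3 SD below its plate's average and above zero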;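 also: hits lower antibody fragment binding to DSG3; some compounds called inactive have numbers as strong as hits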
Tat transport = inhibitors of E. coli Tat protein transport; E. coli MC4100 TorA-mCherry Tat export, fluorescence; inhibition, % at 10 µM; hit rate 0.036% among 340,000; AID 488895;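 active = mean replicate inhibition at least 50% and at least half of replicates individually reaching 50%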;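 also: exported cargo escapes ClpAP degradation while cytoplasmic cargo is degraded and loses fluorescence; 0% = median of neutral control wells and 100% = median of NaSCN control wells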
OPRM1-OPRD1 inv = inverse agonist of human OPRM1-OPRD1 heterodimerization; inhibition, % at 9.3 µM; AID 504357; cell-based MOR-DOR heterodimer luminescence, inverse agonism; hit rate 0.21% among 340,000; in the data active = inhibition above about 22%, passing the limit was not always enough;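 also: 0% = cells with DMSO and 100% = wells without cells with DMSO; values of inactives mirror those of a sister screen read the other way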
Target sequence (P35372 whole entry, looked up): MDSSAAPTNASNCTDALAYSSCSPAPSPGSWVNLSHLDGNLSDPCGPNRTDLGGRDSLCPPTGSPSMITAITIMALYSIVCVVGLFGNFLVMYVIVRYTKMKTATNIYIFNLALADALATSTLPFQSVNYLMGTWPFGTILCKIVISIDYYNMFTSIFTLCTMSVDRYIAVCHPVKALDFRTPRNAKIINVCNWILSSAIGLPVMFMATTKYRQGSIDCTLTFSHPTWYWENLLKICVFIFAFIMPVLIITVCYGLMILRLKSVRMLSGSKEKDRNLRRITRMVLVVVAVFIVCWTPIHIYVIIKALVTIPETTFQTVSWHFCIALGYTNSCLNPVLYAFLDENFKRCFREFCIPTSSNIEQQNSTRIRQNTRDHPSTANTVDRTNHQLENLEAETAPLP
Target sequence (P41143 whole entry, looked up): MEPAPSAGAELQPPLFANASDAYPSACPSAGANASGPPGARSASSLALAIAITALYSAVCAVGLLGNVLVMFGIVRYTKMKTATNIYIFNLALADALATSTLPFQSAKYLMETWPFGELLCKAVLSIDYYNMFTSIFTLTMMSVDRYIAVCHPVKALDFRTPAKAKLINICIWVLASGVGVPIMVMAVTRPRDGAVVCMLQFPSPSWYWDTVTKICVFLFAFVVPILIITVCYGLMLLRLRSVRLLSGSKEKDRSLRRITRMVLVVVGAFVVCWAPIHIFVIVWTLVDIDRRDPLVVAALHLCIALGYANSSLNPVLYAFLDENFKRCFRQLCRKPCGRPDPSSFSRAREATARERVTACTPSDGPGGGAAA
PfHsp90 set2 = inhibits growth of yeast expressing Plasmodium falciparum Hsp90; S. cerevisiae expressing PfHsp90, BacTiter-Glo ATP, 48 h; yeast lacking PDR1 and PDR3 efflux regulators; inhibition, % at 9.4 µM; hit rate 0.32% among 310,000; AID 504621;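 active = every replicate shows inhibition above about 80%, whatever the replicate mean, limit read from the data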;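 also: 0% = DMSO neutral controls and 100% = 20 µM radicicol positive controls; yeast relying on Plasmodium falciparum Hsp90 in place of its own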
OPRM1-OPRD1 ag = OPRM1-OPRD1 heterodimerization agonism; hit rate 0.3% among 340,000; cells, luminescence; AID 504326; activation, % at 9.3 µM; P35372+P41143; in the data active = activation above about 18%;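 also: 0% = vehicle-treated cells and 100% = reference agonist; values of inactives mirror those of a sister screen read the other way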
An asterisk follows results filed as active; . = no result given.

| structure | AddAB inh | phage Ecoli inh | Arr AP2 block | Ecoli viability | Mot1-301 SUMO | PKA-R1A activ | DSG3 Ab inh | Tat transport | OPRM1-OPRD1 inv | PfHsp90 set2 | OPRM1-OPRD1 ag |
| --- | --- | --- | --- | --- | --- | --- | --- | --- | --- | --- | --- |
| COc1cc2c(cc1OC)CN(C(=O)C1CCC(=O)N(CCCN3CCOCC3)C1)CC2 (stereo unspecified) | 0.3 | -0.5 | 27 | 0.1 | 240 | 3 | 101 | -7 | 10 | -1 | -2.0 |
| CCOc1ccc2nc3sc(C(=O)N4CCOCC4)c(N)c3cc2c1 | 2.2 | 0.8 | 17 | -1.3 | -12 | 6 | 112 | -1 | 18 | . | -3.8 |
| C=CCc1ccc(OCCOCCOc2cccc3cccnc23)c(OC)c1 | 0.4 | 2.8 | 13 | -4.5 | 2 | -1 | . | 16 | 3 | 19 | -0.6 |
| COc1ccc(N2CCN(C(=O)Cc3ccc(Cl)cc3)CC2)cc1 | 0.9 | 2.6 | 20 | -0.8 | 2 | -1 | 99 | -6 | -16 | -25 | 3.2 |
| Cc1cc(C)nc(SCc2ccc(Cl)cc2)n1 | -0.6 | 1.9 | 15 | 0.3 | 87 | 0 | 102 | 3 | -2 | 5 | 0.4 |
| NC(=O)NC(=O)C(OC(=O)CCNS(=O)(=O)c1ccccc1)c1ccccc1 (stereo unspecified) | -0.3 | 0.8 | 40 | -0.8 | 12 | -8 | 105 | 2 | -8 | 9 | 1.2 |
| O=C(N/N=C/c1ccco1)C(O)c1ccccc1 (stereo unspecified) | -1.1 | -2.1 | 18 | -2.3 | 3 | -10 | . | 2 | 18 | 11 | -3.6 |
| COC(=O)C1C(=O)c2c(C)noc2CC1(C)C (stereo unspecified) | 1.9 | 2.9 | -19 | -1.2 | 11 | 5 | 101 | 7 | 9 | 18 | -1.7 |
| O=C(c1cccc(Oc2c(Cl)cccc2[N+](=O)[O-])c1)N1CCOCC1 | 1.5 | 1.2 | 1 | 0.1 | 4 | -5 | 108 | -9 | 10 | 13 | -1.8 |
| COc1cccc(NC(=S)Nc2cc(C(=O)O)ccc2N2CC3CC(C2)c2cccc(=O)n2C3)c1 (stereo unspecified) | -0.3 | 4.0 | 4 | 1.3 | 2 | -3 | 103 | -5 | 1 | -25 | -0.1 |
| COC(=O)CNC(=O)CSc1nc(N)cc(=O)[nH]1 | 2.5 | 2.1 | 0 | 0.7 | 333 | -7 | 101 | -7 | 6 | . | -1.2 |
| CC(=O)NCCC(=O)N1CCCC(CNC(=O)c2ccc(-c3ccccc3)cc2)C1 (stereo unspecified) | 3.3 | 6.0 | 2 | -1.8 | 10 | 6 | 94 | -4 | 6 | -11 | -0.9 |
| Cc1ccsc1/C=c1\sc2ncnn2c1=O | 0.1 | 2.3 | 12 | -0.7 | -2 | 1 | 100 | -9 | 7 | 9 | -1.4 |
| O=C(COC(=O)/C=C/c1ccc(Cl)c(Cl)c1)NC1CC1 | -0.3 | 0.6 | 21 | -0.1 | -1 | -1 | 106 | -13 | 2 | 15 | -0.5 |
| CC1CCN(C(=O)COC(=O)c2cc3ccccc3oc2=O)CC1 | 0.1 | 3.9 | 1 | 1.3 | -5 | 2 | 83 | -6 | 3 | 3 | -0.6 |
| CN(C)C(CNC(=O)c1cccc(C(F)(F)F)c1)c1ccco1 (stereo unspecified) | 2.3 | 1.2 | 20 | 2.3 | -6 | 8 | . | -1 | -117 | -142 | 18* |
| CCOC(=O)CCCNC(=O)COC(=O)c1cc(C)cc(C)c1 | 1.7 | 1.1 | 10 | 0.0 | 3 | 5 | 98 | -1 | 3 | 14 | -0.5 |
| C=CCSc1nccc(-c2nn(-c3ccc(C)cc3)ccc2=O)n1 | 3.5 | 1.6 | 17 | 0.6 | -7 | -5 | 105 | -6 | 13 | . | -2.6 |
| CC(C)(C)n1nnnc1C(c1ccncc1)N(Cc1ccccc1)Cc1ccco1 (stereo unspecified) | -2.5 | 0.8 | 17 | -0.2 | -21 | 3 | 100 | 9 | 3 | 0 | -0.5 |
| CCCCNC1=C(Br)C(=O)CC(C)(C)C1 | 3.1 | 2.6 | 9 | 0.6 | -5 | 6 | 107 | -2 | 19 | -13 | -4.7 |

Taken from above:
Entry of O=C(COC(=O)/C=C/c1ccc(Cl)c(Cl)c1)NC1CC1 under Tat transport: -13
Entry of CC1CCN(C(=O)COC(=O)c2cc3ccccc3oc2=O)CC1 under Arr AP2 block: 1

Among those listed so far, four have an aryl methoxy group.
| structure | AddAB inh | phage Ecoli inh | Arr AP2 block | Ecoli viability | Mot1-301 SUMO | PKA-R1A activ | DSG3 Ab inh | Tat transport | OPRM1-OPRD1 inv | PfHsp90 set2 | OPRM1-OPRD1 ag |
| --- | --- | --- | --- | --- | --- | --- | --- | --- | --- | --- | --- |
| COc1cc2c(cc1OC)CN(C(=O)C1CCC(=O)N(CCCN3CCOCC3)C1)CC2 (stereo unspecified) | 0.3 | -0.5 | 27 | 0.1 | 240 | 3 | 101 | -7 | 10 | -1 | -2.0 |
| C=CCc1ccc(OCCOCCOc2cccc3cccnc23)c(OC)c1 | 0.4 | 2.8 | 13 | -4.5 | 2 | -1 | . | 16 | 3 | 19 | -0.6 |
| COc1ccc(N2CCN(C(=O)Cc3ccc(Cl)cc3)CC2)cc1 | 0.9 | 2.6 | 20 | -0.8 | 2 | -1 | 99 | -6 | -16 | -25 | 3.2 |
| COc1cccc(NC(=S)Nc2cc(C(=O)O)ccc2N2CC3CC(C2)c2cccc(=O)n2C3)c1 (stereo unspecified) | -0.3 | 4.0 | 4 | 1.3 | 2 | -3 | 103 | -5 | 1 | -25 | -0.1 |

Other compounds follow.
| structure | AddAB inh | phage Ecoli inh | Arr AP2 block | Ecoli viability | Mot1-301 SUMO | PKA-R1A activ | DSG3 Ab inh | Tat transport | OPRM1-OPRD1 inv | PfHsp90 set2 | OPRM1-OPRD1 ag |
| --- | --- | --- | --- | --- | --- | --- | --- | --- | --- | --- | --- |
| Cc1ccc(S(N)(=O)=O)c(C)c1-n1cnnn1 | 4.3 | 5.3 | -16 | 1.3 | -9 | 1 | 97 | -11 | 6 | 2 | -1.1 |
| CCCC(=O)NCCc1nc2cc([N+](=O)[O-])ccc2n1C | 3.0 | 1.7 | -3 | -0.1 | -1 | -10 | 96 | 1 | -18 | 4 | 2.5 |
| COc1ccccc1-n1cc(CN2CCCC(CO)(Cc3cccc(Cl)c3)C2)cn1 (stereo unspecified) | 2.9 | 3.4 | -8 | -0.2 | . | -10 | 109 | -5 | -8 | -24 | 1.6 |
| NC1=NC(=O)C(Cc2cc(Cl)ccc2Cl)S1 (stereo unspecified) | -0.6 | 4.3 | -1 | 0.0 | -7 | -8 | 100 | -3 | 13 | 13 | -2.4 |
| COC(=O)[C@H](C)N1C/C=C\COc2c(Cl)cc(Cl)cc2S1(=O)=O | 1.2 | 2.3 | -18 | -0.9 | . | -12 | 103 | -2 | 7 | 0 | -1.4 |
| CCOC(=O)c1c(NC(C)=O)no[n+]1[O-] | 1.3 | 2.4 | 3 | 2.2 | -20 | 6 | 96 | 4 | 18 | 4 | -3.3 |
| NC(=O)C1CC(=O)N(c2ccc(OCc3c(Cl)cccc3Cl)cc2)C1 (stereo unspecified) | 2.7 | 0.9 | 0 | 2.5 | . | -7 | 91 | 6 | 8 | 40 | -1.1 |
| COc1ccc(OCC(Cn2cnc3ccccc32)OC(C)=O)cc1 (stereo unspecified) | 1.8 | 0.3 | -9 | -5.0 | 16 | -4 | 101 | -2 | 9 | -15 | -2.1 |
| Cc1cc(C)nc(SCC(=O)Nc2ccnc3ccccc23)n1 | 2.4 | -0.8 | -6 | -0.6 | -3 | -5 | 124 | -13 | -8 | . | 1.5 |
| CCC(=O)N1CCN(c2nc(C)nc3sc(C)c(C)c23)CC1 | 0.9 | 3.5 | 10 | 0.1 | 6 | 2 | 88 | 1 | 14 | -34 | -2.5 |

Other results:
SMILES	AddAB inh	phage Ecoli inh	Arr AP2 block	Ecoli viability	Mot1-301 SUMO	PKA-R1A activ	DSG3 Ab inh	Tat transport	OPRM1-OPRD1 inv	PfHsp90 set2	OPRM1-OPRD1 ag
CC1CN(S(=O)(=O)c2cccc(C(F)(F)F)c2)C(C)N1C(=O)N1CCOCC1 (stereo unspecified)	-1.4	1.9	30	-2.0	13	-4	.	1	1	-20	-0.2
C=CC[C@]12C=C(OC)C(=O)C(OC)=C1O[C@@H](c1ccc3c(c1)OCO3)[C@H]2C	5.0	2.3	25	0.2	-12	-2	104	-4	0	.	-0.1
O=C(Cc1ccc(NC2=NC3CS(=O)(=O)CC3S2)cc1)NCc1ccc(Cl)cc1 (stereo unspecified)	1.4	1.8	-2	1.3	0	7	97	2	9	9	-1.4
COc1ccc(S(=O)(=O)N2CCC3(CC2)OCCN3S(=O)(=O)c2ccc(C)cc2)cc1OC	-0.7	-0.2	-19	-0.3	-4	-2	103	7	2	12	-0.4
O=C1CCc2cc(S(=O)(=O)N3CCC(C(=O)Nc4nccs4)CC3)ccc2N1	1.2	0.8	18	0.6	75	2	84	-2	16	-6	-3.2
Cc1ccccc1-c1noc(-c2ccc(O)cc2)n1	0.6	2.1	29	0.5	-71	-9	123	1	-30	56	6.5
COc1ccccc1C(=O)NCCN1CCN(C(=O)c2ccccc2OC)CC1	0.7	3.4	2	0.3	-12	-1	111	-5	14	23	-2.7
CC(C)/C=N/NC(=O)c1cc(Br)ccc1O	3.2	3.2	25	-0.8	-19	-3	74	2	9	-2	-1.8
CCOC(=O)c1ccccc1NC(=O)Cc1ccccc1OC	1.8	0.9	-10	-0.9	391*	5	105	17	3	.	-0.7
CC(=O)N1C(=O)/C(=C2\SC(=S)N(NC(=O)c3ccc(O)cc3)C2=O)c2ccccc21	3.0	4.4	7	-2.3	-11	-7	97	-14	-18	-9	3.7
Cc1ccc(/C=N/n2c(C3CCCCC3)n[nH]c2=S)s1	1.9	1.2	40	0.9	25	-2	.	-1	-49	-14	8.9
Cc1cnc(C(=O)OCC(=O)Nc2cc(-c3cc(C)c(C)cc3C)nn2-c2ccccc2)cn1	-2.2	-0.7	-6	-0.3	-9	3	105	5	8	-8	-1.7
CC(=O)Nc1ccc(S(=O)(=O)NCCC(=O)N2CCc3ccccc32)cc1	1.1	3.0	19	0.3	13	-8	.	7	9	27	-1.4
CC1(c2ccccc2)NC(=O)N(CC(=O)NNC(=O)c2cccc(Cl)c2)C1=O (stereo unspecified)	1.0	0.0	-13	-0.3	1	-6	.	10	16	7	-4.2
Cc1cc(NC(=O)c2ccc(F)c(S(=O)(=O)N3CCCCC3)c2)no1	.	-1.5	-21	.	.	-14	101	-4	15	17	-2.9
C=CCN(C(=O)c1ccccc1)c1ccc(OC)cc1	1.5	2.4	-1	-1.8	0	-21	93	5	3	24	-0.6
O=C(c1ccc(F)cc1)c1c[nH]c(C(=O)NCc2ccco2)c1	1.1	2.1	-2	0.2	-3	-10	97	-1	7	-13	-1.4
Cc1ccccc1C[n+]1cccc2ccccc21	2.5	1.4	2	-1.4	-10	2	104	-1	5	30	-0.8
